Screening data deposited in PubChem BioAssay by several laboratories.
Y pestis TopoI: blocks Yersinia pestis topoisomerase I activity | Y. pestis Topo-I cleavage product accumulation, plate reader | activity, % at 10 µM | 0.064% of 360,000 active | AID 504884; in the data active = activity above about 50%, passing the limit was not always enough; inconclusive = no clear call, values can overlap the other calls; note: inactives centre near 2
SSB-PriA inh: inhibitors of Klebsiella pneumoniae PriA binding to SSB C-terminal tail; 0.6% of 430,000 active; AID 1272365; inhibition, % at 33 µM; AlphaScreen SSBct-PriA binding, biotinylated peptide; in the data active = inhibition mostly above about 37%, no sharp cut-off; inactive = mostly below about 20%;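 note: plate controls were negative control peptide for no effect and reference peptide for full effect; strong numbers were not always called active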
TcdB inh: blocks C. difficile toxin B glycohydrolase activity; P18177; TcdB glycohydrolase enzymatic assay, plate reader; inhibition, % at 9.99 µM; 0.24% of 350,000 active; AID 652162; in the data active = inhibition above about 10%
Target sequence (P18177 whole entry, looked up): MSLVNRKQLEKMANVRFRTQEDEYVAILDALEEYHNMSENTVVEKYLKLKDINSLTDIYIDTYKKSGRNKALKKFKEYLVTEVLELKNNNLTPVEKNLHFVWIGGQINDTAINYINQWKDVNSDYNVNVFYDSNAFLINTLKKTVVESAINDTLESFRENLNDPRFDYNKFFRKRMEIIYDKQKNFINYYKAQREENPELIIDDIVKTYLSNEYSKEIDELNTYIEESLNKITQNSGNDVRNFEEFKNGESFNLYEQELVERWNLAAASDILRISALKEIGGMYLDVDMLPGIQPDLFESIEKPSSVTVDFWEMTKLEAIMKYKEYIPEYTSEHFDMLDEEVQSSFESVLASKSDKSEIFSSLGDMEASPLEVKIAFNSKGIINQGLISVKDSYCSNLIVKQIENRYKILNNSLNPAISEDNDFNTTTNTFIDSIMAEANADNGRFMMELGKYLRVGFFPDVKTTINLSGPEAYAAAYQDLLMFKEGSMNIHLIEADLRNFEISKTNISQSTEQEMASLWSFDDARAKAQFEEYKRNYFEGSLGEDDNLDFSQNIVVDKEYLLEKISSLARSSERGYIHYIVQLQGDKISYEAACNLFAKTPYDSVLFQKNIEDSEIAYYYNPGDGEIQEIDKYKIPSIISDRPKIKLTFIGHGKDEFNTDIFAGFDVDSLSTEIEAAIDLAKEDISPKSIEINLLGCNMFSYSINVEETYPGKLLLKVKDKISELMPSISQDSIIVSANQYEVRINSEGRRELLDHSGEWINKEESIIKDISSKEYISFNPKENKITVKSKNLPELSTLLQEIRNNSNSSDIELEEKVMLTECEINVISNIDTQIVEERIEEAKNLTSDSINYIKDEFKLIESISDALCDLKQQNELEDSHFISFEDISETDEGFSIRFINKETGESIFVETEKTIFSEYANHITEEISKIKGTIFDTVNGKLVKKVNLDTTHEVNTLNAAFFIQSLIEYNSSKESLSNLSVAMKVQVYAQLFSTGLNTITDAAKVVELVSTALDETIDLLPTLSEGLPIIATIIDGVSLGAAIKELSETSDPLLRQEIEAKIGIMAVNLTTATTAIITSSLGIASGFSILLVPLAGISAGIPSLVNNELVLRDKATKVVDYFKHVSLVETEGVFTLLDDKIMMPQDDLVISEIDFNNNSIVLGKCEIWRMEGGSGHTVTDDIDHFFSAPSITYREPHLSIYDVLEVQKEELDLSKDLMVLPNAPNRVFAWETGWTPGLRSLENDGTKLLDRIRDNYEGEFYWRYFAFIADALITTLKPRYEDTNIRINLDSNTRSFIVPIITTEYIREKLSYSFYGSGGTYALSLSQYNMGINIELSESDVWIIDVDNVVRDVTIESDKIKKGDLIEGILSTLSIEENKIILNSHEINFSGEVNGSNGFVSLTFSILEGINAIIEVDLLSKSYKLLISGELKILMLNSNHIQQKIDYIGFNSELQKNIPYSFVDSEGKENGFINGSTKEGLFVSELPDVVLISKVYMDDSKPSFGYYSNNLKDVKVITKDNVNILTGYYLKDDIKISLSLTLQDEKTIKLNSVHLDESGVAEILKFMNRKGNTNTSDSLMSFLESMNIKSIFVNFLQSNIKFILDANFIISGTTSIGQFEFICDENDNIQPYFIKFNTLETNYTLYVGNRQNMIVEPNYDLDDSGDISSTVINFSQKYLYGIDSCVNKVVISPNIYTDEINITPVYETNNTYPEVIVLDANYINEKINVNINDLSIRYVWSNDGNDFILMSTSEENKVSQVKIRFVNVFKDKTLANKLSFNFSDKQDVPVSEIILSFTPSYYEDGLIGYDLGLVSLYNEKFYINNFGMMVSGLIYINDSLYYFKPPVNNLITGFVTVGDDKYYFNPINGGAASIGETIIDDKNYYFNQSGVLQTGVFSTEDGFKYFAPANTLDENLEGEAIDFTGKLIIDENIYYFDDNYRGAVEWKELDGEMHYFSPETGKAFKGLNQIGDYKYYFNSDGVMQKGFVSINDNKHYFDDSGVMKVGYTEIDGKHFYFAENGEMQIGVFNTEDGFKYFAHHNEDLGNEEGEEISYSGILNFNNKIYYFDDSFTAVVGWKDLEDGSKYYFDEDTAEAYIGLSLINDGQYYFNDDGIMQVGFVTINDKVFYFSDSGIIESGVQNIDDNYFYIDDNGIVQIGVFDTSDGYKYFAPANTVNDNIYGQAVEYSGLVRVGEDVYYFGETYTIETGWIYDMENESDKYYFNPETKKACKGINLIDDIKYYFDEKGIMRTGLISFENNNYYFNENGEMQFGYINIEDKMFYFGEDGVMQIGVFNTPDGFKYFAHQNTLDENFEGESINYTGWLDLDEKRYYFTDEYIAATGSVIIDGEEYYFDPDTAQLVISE
Anthrax LF prot: inhibitors of Bacillus anthracis lethal factor protease; P15917; multiplex microsphere protease cleavage assay, LF; inhibition, % at 10 µM; 0.12% of 360,000 active; in the data active = inhibition above about 30%; inconclusive = no clear call, values can overlap the other calls; note: plate controls were buffer without enzyme for full effect and enzyme alone for no effect
BH1578 lux ind: quorum light induction in luxS cqsA deficient V. cholerae. V. cholerae BH1578 lux reporter, luminescence, 6 h. 0.16% of 350,000 active. activation, % at 18.7 µM. AID 588436; in the data active = activation mostly above about 9.7%, no sharp cut-off; inconclusive = no clear call, values can overlap the other calls; inactive = mostly below about 3.7%; note: not every result past the cut was called active; inactives centre near 0; reference of the scale not given here
MazEF act: increases E. coli MazEF RNase cleavage of RNA; 0.32% of 350,000 active; FAM/BHQ RNA-DNA oligo cleavage fluorescence, 5 h; P0AE70; activation, % at 20 µM; in the data active = activation above about 50%
3CLpro inhibitor: SARS-CoV 3CLpro protease inhibition; AID 1706; 0.14% of 290,000 active; inhibition, % at 6 µM; recombinant SARS-CoV 3CLpro, quenched FRET peptide cleavage; P0C6X7; in the data active = inhibition above about 12%
DUSP3 inh: blocks human VHR1 dual specificity phosphatase | 0.52% of 290,000 active | recombinant VHR phosphatase, pNPP absorbance | inhibition, % at 13.3 µM | P51452; in the data active = inhibition above about 50%; note: some compounds called inactive have numbers as strong as hits
PfHsp40 yeast: rescue of PfHsp40-mediated yeast toxicity; AID 504582; S. cerevisiae expressing PfHsp40, growth rescue, ATP luminescence; 0.68% of 340,000 active; growth rescue, % at 12.5 µM; in the data active = growth rescue above about 28%, passing the limit was not always enough; inconclusive = no clear call, values can overlap the other calls;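 note: yeast W303a lacking pdr1 and pdr3 grown in galactose medium; growth measured after three days at 30 °C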
Rv3671c inh: inhibitors of M. tuberculosis serine protease Rv3671c | P9WHR9 | inhibition, % at 5.96 µM | 0.048% of 320,000 active; in the data active = inhibition above about 38%;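 note: extracellular domain of Rv3671c used as enzyme; 0% = enzyme with DMSO and 100% = no enzyme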
Numbers without * were called inactive; i = inactive; u = inconclusive; x = not tested or not shown; & = joins results of further samples.

SMILES	Y pestis TopoI	SSB-PriA inh	TcdB inh	Anthrax LF prot	BH1578 lux ind	MazEF act	3CLpro inhibitor	DUSP3 inh	PfHsp40 yeast	Rv3671c inh
COc1ccc(C2CC(c3ccccc3)=NN2c2ccc(N)cc2)cc1 (centres undefined)	-13.3	8.7	0.3	-6.6	-0.4	3.5	0.3	15.3	-0.2	-5.5
COc1cc(C(=O)NC(=S)Nc2ccc3[nH]c(=O)[nH]c3c2)cc(OC)c1OC	10.6	4.5	0.6	0.8	i	8.1	3.8	7.4	0.4	3.3
Cc1c(C(=O)NCc2ccccc2C(F)(F)F)sc(=O)n1Cc1ccc2ccccc2c1	38.3	x	0.8	-0.2	i	x	x	x	x	x
COc1cc(/C=N/NC(=O)c2cc(C)n(-c3ccc(F)cc3)c2C)cc(OC)c1O	-4.6	x	-45.4	-0.4	-0.2	2.5	2.5	24.4	0.7	14.8
CCOC(=O)C(=CNNc1ccccc1)C(=O)OCC	-3.2	2.8	-7.2	0.6	-0.2	-11.1	-1.1	9.5	5.2	-8.4
CC/C(=N\NC(=O)c1cc(C2CC2)[nH]n1)c1ccccc1	6.3	x	-1.4	-0.2	-0.4	1.4	-0.1	16.6	-0.1	2.8
CS(=O)c1ccccc1-c1nc(-c2cccc(Cl)c2)no1 (centres undefined)	34.6	-16.9	1.4	-3.8	i	4.5	-3.0	-5.0	3.1	-5.1
COc1cccc(N2CCN(Cc3nnnn3C3CCCCC3)CC2)c1	-3.6	7.0	0.6	-0.2	-1.2	-12.3	2.9	-8.2	-0.5	-4.6
CC1CCCN(C(=O)CN2C(=O)C(C)Oc3ccccc32)C1 (centres undefined)	7.5	-1.3	1.1	-1.6	-0.6	12.4	-2.3	-7.7	-1.1	9.4
CC(C)OCCCNC(=O)CCCC(=O)Nc1ccc(OCCc2ccccc2)cc1	12.7	-1.3	1.5	3.6	3.8	-10.0	1.2	-3.2	-0.2	1.3
CCCn1c(SCC(=O)c2c(N)n(C3CC3)c(=O)[nH]c2=O)nc2cc(S(N)(=O)=O)ccc21	3.5	-0.2	1.1	-1.8	i	5.3	x	x	2.6	5.0
CC(=O)Nc1ccc(S(=O)(=O)NCCSCc2c(Cl)cccc2Cl)cc1	28.5	-5.8	x	-2.4	i	-8.0	4.9	6.2	1.0	-15.3
COc1ccc(NC(=S)N2CCC(c3nc4ccccc4[nH]3)CC2)c(OC)c1	1.0	2.4	x	1.3	-10.0	14.3	-0.6	-10.9	-0.1	1.1
COc1cc(NC(=O)c2cc(CC(C)C)on2)c(OC)cc1Cl	26.0	-32.9	5.4	-2.1	i	-2.9	1.2	-1.9	2.0	-1.1
COCCNC(=O)CCCn1c(=O)c2cc(OC)c(OC)cc2n(CC(=O)Nc2ccc(C)c(F)c2)c1=O	-1.8	2.9	0.9	-1.7	-2.6	6.2	9.0	15.4	0.5	-2.8
Cc1onc(-c2ccccc2)c1C(=O)NCC(O)c1ccccc1 (centres undefined)	4.4	-1.1	0.7	0.2	-0.6	-4.7	-4.6	28.9	-0.9	-4.3
O=C(c1ccc([N+](=O)[O-])o1)N1CCCCCC1	3.5	7.0	0.6	x	i	9.8	x	x	-1.0	1.7
CC(=O)Nc1ccc(S(=O)(=O)N2CCC(N3CCCC3)CC2)cc1	2.5	-0.1	0.6	0.5	-0.6	2.6	1.5	6.2	-1.3	4.2
CCC(C)N(C(=O)COC(=O)CNC(=O)c1sc2ccccc2c1Cl)C1CCS(=O)(=O)C1 (centres undefined)	19.0	0.7	1.6	-2.0	-2.9	3.2	-0.8	-2.1	-1.1	-14.2
CC(C)CCN(C)c1ccc(/C=N/n2cnnc2)cc1	-0.6	x	x	-5.1	0.7	4.5	-4.5	8.5	0.3	4.2
COc1cc2c(cc1OC)C(c1cccc([N+](=O)[O-])c1)N(C(=O)c1ccc(F)cc1)CC2 (centres undefined)	-7.1	6.9	x	-2.6	x	4.4	2.3	38.4	2.0	6.7
Cc1ccc(S(=O)(=O)c2c(C)c(C)c(C)[nH]c2=O)cc1	-2.0	9.8	1.2	6.1	-0.3	7.8	2.8	34.2	-1.0	-2.6
CCC(CC)C(=O)c1c[nH]c(C(=O)NC2CCCCCC2)c1	1.9	3.1	1.6	-1.5	i	1.6	-4.2	28.6	-0.1	-7.8
CC(=O)Nc1ccc(S(=O)(=O)NC(C)C(=O)OCCOc2ccc(F)cc2)cc1 (centres undefined)	1.8	5.8	0.1	x	i	7.5	x	x	-1.4	3.5
CCC(C)Oc1cccc(OCCCCN2C(=O)NC(C)(C)C2=O)c1 (centres undefined)	24.7	-11.2	x	-4.4	2.8	2.7	-2.5	2.0	1.3	6.7
Oc1ccc(C[C@@H]2CNCCN2CCc2cc(C(F)(F)F)cc(C(F)(F)F)c2)cc1	-21.0	-3.8	-0.1	-4.0	i	8.3	x	x	-1.9	-2.5
Nc1ccc(C(=O)Nc2nccs2)cc1	8.4	-1.9	-4.4	-2.7	-0.6	7.4	-1.5	-0.6	1.3	-2.4
O=C(COc1coc(CN2CCN(c3ccccc3)CC2)cc1=O)Nc1ccccc1F	-2.6	-12.3	0.1	0.0	i	2.4	x	x	-0.6	5.5
Cc1ccc(C)c(N2CCN(C(=O)CCC(=O)N3CCOc4ccc(Cl)cc43)CC2)c1	21.0	0.2	-0.1	4.4	0.3	2.9	7.3	5.5	0.6	-6.8
CN1C(=O)/C(=C\C(=O)c2cccs2)c2ccccc21	-7.6	5.5	0.6	-6.9	-0.2	7.2	3.2	9.0	1.7	x
CCN1Cc2ccccc2-c2ccccc2S1(=O)=O	-0.2	-0.8	-2.4	8.8	i	-1.9	x	x	1.2	x
CCOC(=O)C1=NN(C(=O)Nc2ccc(OC)cc2)C2C(=O)N(c3cccc(C(F)(F)F)c3)C(=O)C12 (centres undefined)	-6.5	-9.6	x	x	i	3.4	3.3	-5.4	0.1	1.9
O=C(CSc1nnnn1C1CCCC1)NCc1ccc2c(c1)OCO2	13.1	-9.1	-0.8	-2.1	-0.5	4.1	2.6	10.0	0.2	4.8
COC(=O)CC1C(=O)NCCN1C(=S)Nc1ccc(F)cc1 (centres undefined)	-4.8	-6.8	0.2	0.8	-1.1	6.7	-4.4	27.7	-0.1	-0.7
COc1ccccc1Oc1ccc2c(c1)C(=O)N(c1ccc(O)cc1)C2=O	12.7	-3.8	x	2.6	-0.6	-3.8	5.4	39.7	0.1	-19.4
Cc1cc(NC(=O)Cn2cc([N+](=O)[O-])cn2)no1	-9.5	-1.6	-0.7	0.7	0.6	-6.7	2.6	16.5	-0.2	-6.7
CCSc1nc2cc(C(=O)OC)ccc2c(=O)n1CC	15.9	-11.7	x	-3.5	-0.7	-13.2	5.6	0.0	0.6	5.5
CCn1cnc2c(NCCc3cccnc3)nc(C#N)nc21	9.2	-0.1	1.4	-3.8	-0.1	-1.0	x	x	1.5	-2.3
CC(C)c1nc(C#N)c(NCCCn2ccnc2)o1	-2.0	3.3	x	1.9	x	3.6	-6.0	13.8	-0.6	-3.5
O=C(Nc1ccccc1)Nc1ccccc1Br	-0.2	4.4	0.8	-6.9	3.1	3.9	-3.1	0.5	u	-3.2

No new results follow: 9 of the compounds above.
SMILES	Y pestis TopoI	SSB-PriA inh	TcdB inh	Anthrax LF prot	BH1578 lux ind	MazEF act	3CLpro inhibitor	DUSP3 inh	PfHsp40 yeast	Rv3671c inh
CCOC(=O)C1=NN(C(=O)Nc2ccc(OC)cc2)C2C(=O)N(c3cccc(C(F)(F)F)c3)C(=O)C12 (centres undefined)	-6.5	-9.6	x	x	i	3.4	3.3	-5.4	0.1	1.9
O=C(CSc1nnnn1C1CCCC1)NCc1ccc2c(c1)OCO2	13.1	-9.1	-0.8	-2.1	-0.5	4.1	2.6	10.0	0.2	4.8
COC(=O)CC1C(=O)NCCN1C(=S)Nc1ccc(F)cc1 (centres undefined)	-4.8	-6.8	0.2	0.8	-1.1	6.7	-4.4	27.7	-0.1	-0.7
COc1ccccc1Oc1ccc2c(c1)C(=O)N(c1ccc(O)cc1)C2=O	12.7	-3.8	x	2.6	-0.6	-3.8	5.4	39.7	0.1	-19.4
Cc1cc(NC(=O)Cn2cc([N+](=O)[O-])cn2)no1	-9.5	-1.6	-0.7	0.7	0.6	-6.7	2.6	16.5	-0.2	-6.7
CCSc1nc2cc(C(=O)OC)ccc2c(=O)n1CC	15.9	-11.7	x	-3.5	-0.7	-13.2	5.6	0.0	0.6	5.5
CCn1cnc2c(NCCc3cccnc3)nc(C#N)nc21	9.2	-0.1	1.4	-3.8	-0.1	-1.0	x	x	1.5	-2.3
CC(C)c1nc(C#N)c(NCCCn2ccnc2)o1	-2.0	3.3	x	1.9	x	3.6	-6.0	13.8	-0.6	-3.5
O=C(Nc1ccccc1)Nc1ccccc1Br	-0.2	4.4	0.8	-6.9	3.1	3.9	-3.1	0.5	u	-3.2

Remaining list, next part.
SMILES	Y pestis TopoI	SSB-PriA inh	TcdB inh	Anthrax LF prot	BH1578 lux ind	MazEF act	3CLpro inhibitor	DUSP3 inh	PfHsp40 yeast	Rv3671c inh
Nc1ccc2oc(=O)c3ccccc3c2c1	-1.6	7.6	x	-4.9	0.6	6.9	3.3	9.9	u	4.5
CCOc1ccc(-n2c(SCC(=O)Nc3cc(C)on3)nnc2-c2c[nH]c3ccccc23)cc1	1.7	3.8	x	-2.3	2.2	2.1	-1.0	7.8	-1.4	-9.7
Cc1cc([N+](=O)[O-])cc2ncccc12	-7.9	4.4	x	-3.5	0.1	-2.3	1.5	-3.8	-0.1	-5.5
CCCC(=O)N1CCN(c2ccc(NC(=O)c3ccc([N+](=O)[O-])o3)cc2)CC1	-3.7	6.5	-0.4	-4.3	-0.9	2.3	2.0	23.4	0.3	x
COc1ccc(-c2csc3ncnc(N4CCN(c5cccc(OC)c5)CC4)c23)cc1	26.5	-10.3	0.2	-2.5	-1.0	-11.6	3.8	-5.4	3.3	-14.0
Cc1ccc(C(=O)OCC(=O)c2c[nH]c3ccccc23)cc1NC(=O)c1ccco1	0.4	-8.0	-2.8	-2.7	-0.6	-1.7	4.1	14.9	1.1	-28.2
CN1CCN(C=Nc2nc3ccccc3nc2N2CCCC2)CC1	-3.6	6.9	-0.1	8.2	-0.9	6.2	2.7	16.9	-0.9	-0.9
Cc1cc(C)nc(SC2c3cccc4cccc(c34)C2NS(=O)(=O)c2ccccc2)n1 (centres undefined)	10.3	-6.5&8.0	x	-1.2	-0.4	-0.2	-2.2	-8.5	-1.4	-35.0
CCOc1cc(S(=O)(=O)N(CC)CC)ccc1Cl	1.9	-21.1	0.8	-3.4	-0.5	-4.0	2.0	28.4	-1.5	3.7
CCN(c1ccccc1)S(=O)(=O)c1ccc(Cl)c(NC(=O)COC(=O)c2ccc[nH]c2=O)c1	11.8	2.5	2.9	-0.1	-3.7	2.2	2.9	-10.3	0.3	-12.3
CC(C)c1ccc(S(=O)(=O)N2CCN(C(=O)c3cccc(S(=O)(=O)N4CCOCC4)c3)CC2)cc1	27.2	-5.0	0.1	7.1	i	-0.3	x	x	-0.7	x
O=C(CNS(=O)(=O)c1ccc(Br)cc1Cl)OCC(=O)c1ccc[nH]1	13.1	6.5	0.6	x	5.6	-1.3	x	x	0.6	-0.2
COCCNC(=O)Cn1nc(C(F)(F)F)cc1C	4.1	-8.0	x	-0.5	i	-0.5	-2.1	-14.5	-0.5	-0.3

The list is partial; rates above refer to the full screens.
